Pf growth 48h: inhibits P. falciparum growth in the first generation, 48 h; Potency, µM (titrated, usually from 28.7 µM), for inactives: top-dose activity change, negative = inhibition, usual class: inhibitors; hit rate 5.9% among 310,000; P. falciparum luciferase growth in erythrocytes, 48 h; further: potency means the concentration at half of the fitted maximal effect; on the % scale 0 is the no-effect control and ±100 the full control effect
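Firefly luciferase activity from engineered P. falciparum reports growth; inhibitors lower the luminescent signal. Cultures contained 2% hematocrit erythrocytes at 0.1% final parasitemia.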
Cycloheximide cs: counter-screen hit for Shiga toxin inhibitors, cycloheximide; cell reporter, cycloheximide protein synthesis inhibition counterscreen; max response, %; hit rate 12% among 300,000; AID 2314; in the data active means max response mostly above about 13%, no sharp cut-off; inactive means mostly below about 14%; further: read at 38.3 µM for the half of the compounds with a filed dose; 0% is about no effect
Pf growth 96h: P. falciparum growth inhibition at 96 hour, primary screen for plastid delayed-death inhibitors. P. falciparum luciferase reporter growth, 96 h. Potency, µM (series often up to 28.7 µM), for the others: top-dose activity change, negative = inhibition, actives largely listed as inhibitors. hit rate 6.9% among 320,000. AID 504834; further: potency means the concentration at half of the fitted maximal effect; on the % scale 0 is the no-effect control and ±100 the full control effect
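Readout is luminescence from an integrated firefly luciferase in P. falciparum. Red cells, 2% hematocrit and 0.05% parasitemia final, were cultured with compound through two parasite generations (96 hours) at 37 C, 5% CO2.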
Shiga inhibitor: Shiga toxin inhibition. AID 2315. hit rate 9.2% among 290,000. inhibition, % at 38.7 µM. Vero cells, Shiga toxin protein synthesis inhibition reporter; in the data active means inhibition mostly above about 28%, no sharp cut-off; inactive means mostly below about 43%; further: 0% is about no effect
Tb PYK inh: T. brucei pyruvate kinase inhibition | Q57TT1 | TbPYK enzyme, Kinase-Glo Plus ATP luminescence, 45 min | Potency, µM (doses to about 76.8 µM), for inactives: at the highest dose activity, negative = inhibition, most hits filed as inhibitors | hit rate 0.12% among 410,000; further: potency means the concentration at half of the fitted maximal effect; on the % scale 0 is the no-effect control and ±100 the full control effect; nearly all actives have a fitted effect of over 50% in size
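Luminescence from Kinase-Glo Plus, added after a 45-minute room-temperature reaction, served as the end-point read-out. The enzyme and substrate were preincubated with compound before ADP (130 uM final) initiated turnover. Concentration-effect curves came from normalized qHTS data.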
HCV inhibitor: inhibitors of hepatitis C virus infection | Huh7.5.1 HCVcc-Cre infection, luciferase reporter, 44 h | Potency, µM (top dose mostly 41.8 µM), for inactives: top-dose activity change, negative = inhibition, hits mostly inhibitors | hit rate 3.4% among 340,000; further: potency means the concentration at half of the fitted maximal effect; on the % scale 0 is the no-effect control and ±100 the full control effect
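Antiviral activity was scored by luciferase reporter output from cells infected with HCVcc-Cre (~0.5 moi) in presence of compound, 44 h infection period, cells seeded 1,000/well 4 h prior.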
LmPK inhibitor: LmPK (Leishmania mexicana) enzyme inhibition; Q27686; purified LmPK, Kinase-Glo ATP luminescence, 1 h; Potency, µM (top dose mostly 57.5 µM), without a hit: top-dose activity change, negative = inhibition, usual class: inhibitors; hit rate 0.37% among 290,000; AID 1721; further: potency means the concentration at half of the fitted maximal effect; on the % scale 0 is the no-effect control and ±100 the full control effect
Target sequence (Q27686 whole entry, looked up): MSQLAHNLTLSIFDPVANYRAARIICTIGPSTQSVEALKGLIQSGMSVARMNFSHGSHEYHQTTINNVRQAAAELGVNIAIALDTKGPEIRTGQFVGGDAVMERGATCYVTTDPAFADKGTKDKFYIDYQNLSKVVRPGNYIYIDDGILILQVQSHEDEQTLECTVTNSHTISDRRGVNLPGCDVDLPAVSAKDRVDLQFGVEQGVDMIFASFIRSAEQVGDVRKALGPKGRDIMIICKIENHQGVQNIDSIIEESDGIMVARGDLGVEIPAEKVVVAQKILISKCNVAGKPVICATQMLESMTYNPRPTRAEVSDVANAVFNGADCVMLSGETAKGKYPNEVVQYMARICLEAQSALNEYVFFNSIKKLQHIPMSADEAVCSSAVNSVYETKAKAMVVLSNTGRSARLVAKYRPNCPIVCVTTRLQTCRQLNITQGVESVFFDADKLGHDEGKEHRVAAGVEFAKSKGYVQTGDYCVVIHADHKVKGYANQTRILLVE
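ATP generated from ADP (0.1 mM) and PEP (0.5 mM) by 0.1 nM LmPK over 1 h at room temperature (pH 7.2 imidazole buffer) was detected by coupled luciferase luminescence. Values were normalized to uninhibited and no-enzyme wells.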
The depositor's hits bear a star; ? = inconclusive; . = not tested or not shown; & = joins results of further samples; [ ] = another dose, or the depositor's remark. Unless noted, the call rests on the fitted dose curve; in most records, active means well fitted curve in the direction sought with a large enough effect; inconclusive means small, poorly fitted or top-dose-only effect, or another doubt; inactive means no such curve, though single readings can be large; an effect the other way counts as inactive or inconclusive.

SMILES | Pf growth 48h | Cycloheximide cs | Pf growth 96h | Shiga inhibitor | Tb PYK inh | HCV inhibitor | LmPK inhibitor
O=C(CN1CCOCC1)Nc1ccccc1Sc1ccc(Cl)cc1 | -14% | 2 | ? | -8 | 2% | ? | -5%
NNc1nc2sc3c(c2c(=O)n1Cc1ccccc1)CCC3 | 4% | 12 | 15% | 32 | -4% | ? | -2%
Cc1cc(C)cc(N(C(=O)c2cc3ccccc3oc2=O)C2C=CS(=O)(=O)C2)c1 (configuration not stated) | 0% | 1 | -2% | -8 | -5% | 7% | 4%
O=C(N/N=C/c1cn(CCOc2ccccc2)c2ccccc12)c1ccncc1 | 20% | 1 | -2% | 25 | 1% | 18% | -5%
CCOc1ccc(S(=O)(=O)NCc2ccccn2)c(C)c1C | ? | 8 | 10µM* | 7 | 1% | 0% | 1%
CCCCC(OC(=O)c1cc2occc2n1C)C(=O)NCC1CCCO1 (configuration not stated) | 20% | 13 | 26% | 1 | 0% | -10% | 4%
CCOc1ccc(Br)cc1CSC(=N)N | ? | -1 | -10% | -11 | -9% | 11µM* | 0%
COc1cc2nc(NC(=O)c3ccc(Cl)cc3)[nH]c(=O)c2cc1OC | 14% | -2 | 18% | -8 | 0% | -14% | 5%
COc1ccc(NC(=O)Cn2c(-c3ccccc3)cc(C(C)=O)c2C)c(OC)c1 | -15% | 2 | -33% | -8 | -4% | 10% | 11%
COc1cc2nc(CSc3ncn[nH]3)[nH]c(=O)c2cc1OC | -26%[1.15 µM] | -7 | -182%[5.75 µM] | -8 | 6% | 1% | 0%
NC(=O)CS(=O)C(c1ccccc1)c1ccccc1 (configuration not stated) | -8% | -5 | 6µM* | 22 | -1% | . | 0%
Cc1ccc(/C=C/c2ccc(=O)n(Cc3ccc(F)cc3)n2)cc1 | -15% | 10 | -1%[5.75 µM] | 20 | 3% | -3% | 0%
Cc1ccc(Cl)cc1N1CCN(C(=O)CCS(=O)(=O)c2cccc3nonc23)CC1 | ? | 3 | 12µM* | 11 | 5% | -12%&-16% | 8%
O=C(NCc1nnc(SCC(=O)N2CCOCC2)o1)c1ccccc1F | 6% | -5 | 24% | -6 | 1% | -7% | -6%[11.5 µM]
CCCCc1ccc(S(=O)(=O)NCCCN2CCCC2=O)cc1 | 23% | -3 | -5% | -2 | 2% | . | 2%
CCCS(=O)(=O)N1CCCC(C(=O)N2CCC3(CC2)OCCO3)C1 (configuration not stated) | -1% | -1 | . | 21 | -5% | -11% | 5%
CCOC(=O)c1sc(NC(=O)CSC(=S)N2CCN(C)CC2)nc1C | 8.3µM* | 8 | ? | 26 | -10% | 13µM* | 6%
O=C(NCCN1CCOCC1)c1cc2ccccc2[nH]1 | -24% | -1 | -19% | 1 | 3% | 6% | 1%
O=C(COc1ccccc1[N+](=O)[O-])Nc1cccnc1 | 114%[activator] | 31* | 39%[activator] | 90* | 0% | -1% | 3%
CC(=O)NCCc1nc2cc(NC(=O)c3ccccc3)ccc2n1C | 243%[activator] | 20 | -4% | 38 | -1% | 10% | -5%
O=C(NNS(=O)(=O)c1ccc(Cl)cc1)c1cccs1 | 3% | 9 | 12% | -15 | 3% | 1% | -6%
CCOC(=O)C1CCN(C(=O)Cn2nc(C)n3nc(-c4ccc(OC)cc4)cc3c2=O)CC1 | -5% | 8 | ? | 14 | 7% | ? | -5%
S=C(NCCc1ccccc1)N1CCCCC1 | 316%[activator] | 60* | 2% | 66* | -7% | 4% | 0%
O=C(CSc1nnc(-c2ccccc2)o1)N1CCCCC1 | 91%[activator] | 18* | ? | 90* | 1% | 2% | -3%
CCOC(=O)C1=CC(OC(CC)CC)C(NC(C)=O)C(N)C1 (configuration not stated) | ? | . | ? | . | -4% | . | .

Overlap with the part before: 2 entries; new compounds follow.
SMILES | Pf growth 48h | Cycloheximide cs | Pf growth 96h | Shiga inhibitor | Tb PYK inh | HCV inhibitor | LmPK inhibitor
O=C(CSc1nnc(-c2ccccc2)o1)N1CCCCC1 | 91%[activator] | 18* | ? | 90* | 1% | 2% | -3%
CCOC(=O)C1=CC(OC(CC)CC)C(NC(C)=O)C(N)C1 (configuration not stated) | ? | . | ? | . | -4% | . | .
CN(CC1CCOCC1)C(=O)CC1C(=O)NCCN1CC1CCCCC1 (configuration not stated) | 7% | -2 | ? | 4 | -2% | 27% | 7%
Cc1[nH]n(-c2ccccc2)c(=O)c1N=Nc1ccc(Cl)cc1 | 17% | 0 | 0% | . | -3% | 20% | 12%
COCCNC(=O)CN(C(=O)CCC(=O)Nc1cc(C)on1)c1cccc(C)c1C | 7% | -7 | -28% | 12 | -7% | -7% | -4%
Cn1cc[n+](C)c1P(=S)(c1ccccc1)c1ccccc1 | ? | 8 | ? | -15 | 2% | 8% | -1%
COc1cc(C(=O)NCCC(=O)N2CCN(C)CC2)cc(OC)c1OC | 13% | 1 | 28% | 2 | 0% | 14% | 6%
Cc1c(CCO)c(=O)n(-c2ccccc2)n1S(=O)(=O)c1ccc(F)cc1 | 8% | 2 | . | -10 | 3% | 13% | -1%
CN(C)c1ccc(/C=C2\N=C(C(C)(C)C)OC2=O)cc1 | 33%[activator] | 7 | 15% | -1 | -2% | ? | -2%
CCN1C(=O)CSC1=Nc1ccc(Cl)c(Cl)c1 | 0% | -4 | -21% | 5 | 11% | 0% | -3%
CC1CN(C(=O)CCC(=O)N2CCCCC2)c2ccccc2O1 (configuration not stated) | 10% | 1 | -4% | -4 | -1% | 8% | -1%
O=C(NCCNC1CCC(c2ccccc2)CC1)c1cccs1 (configuration not stated) | -8% | -2 | -108% | -29 | -3% | ? | 2%
C[N+](C)=C1SCC(C)(/C=N/O)S1 (configuration not stated) | ? | -1 | -4% | -22 | 5% | 27% | -2%
O=C(Nc1ccc(Oc2cccnc2)cc1)C1CCCCN1Cc1ccc(CO)o1 (configuration not stated) | -15% | -3 | 17% | -3 | -8% | -9% | -3%
CC(NS(=O)(=O)c1ccccc1)c1n[nH]c(=S)n1-c1ccccc1 (configuration not stated) | 48%[activator] | 1 | -9% | 7 | ? | 5% | -13%
COc1ccc(/C=C/C(=O)c2ccncc2)c2ccccc12 | 3% | 7 | 22% | 2 | 7% | ? | -2%
Cc1ccc(S(=O)(=O)NCCC(=O)NCCSc2ccc(Br)cc2)cc1 | 5% | 0 | 2% | 22 | 1% | -13% | -10%
CCOC(=O)C1CCN(CC(=O)Nc2cc(C)nn2-c2nc3ccccc3s2)CC1 | -5% | -3 | 14% | 44 | -2% | 0% | 5%
Cc1ccc(S(=O)(=O)N2CCCCC2CCNC(=O)C(=O)NCc2ccccc2C)cc1 (configuration not stated) | ? | . | ? | . | 1% | ? | .
Cc1cc(-c2ccccc2)nc(N/N=C/c2ccc(O)cc2)n1 | ? | . | ? | . | -4% | 11µM* | .
Cn1cc(C(=O)N/N=C/c2ccc(Br)c([N+](=O)[O-])c2)c2ccccc21 | ? | 1 | ? | 8 | -1% | ? | 5%
O=C(NNC(=S)NC(=O)c1cccnc1)c1ccccc1 | ? | 12 | ? | 23 | -14% | -4% | -6%
C/C(=N\NC(=O)c1nnn(-c2nonc2N)c1-c1ccc(Cl)c(Cl)c1)c1ccncc1 | -4% | -3 | ? | -8 | 5% | -9% | 6%
CCOC(=O)c1cn2ccc(C)cc2n1 | 53%[activator] | 29* | 23% | 77* | -22% | -1% | -10%
C=C(C)C1CCC(C)=C1COC(=O)Nc1ccccc1 (configuration not stated) | -19% | 18 | -41% | 28 | 0% | 7% | -2%
Cc1ccc(COC(=O)c2cc([N+](=O)[O-])ccc2N2CCOCC2)cc1 | ? | -4 | ? | -2 | . | . | -6%
CC(C)Nc1cc(C(F)(F)F)nc(-c2ccccn2)n1 | 5.2µM* | -3 | 4.1µM* | -3 | 6% | ? | 0%

An excerpt from above, reduced to Cycloheximide cs, Tb PYK inh and LmPK inhibitor.
compound	Cycloheximide cs	Tb PYK inh	LmPK inhibitor
COCCNC(=O)CN(C(=O)CCC(=O)Nc1cc(C)on1)c1cccc(C)c1C	-7	-7%	-4%
Cn1cc[n+](C)c1P(=S)(c1ccccc1)c1ccccc1	8	2%	-1%
COc1cc(C(=O)NCCC(=O)N2CCN(C)CC2)cc(OC)c1OC	1	0%	6%
Cc1c(CCO)c(=O)n(-c2ccccc2)n1S(=O)(=O)c1ccc(F)cc1	2	3%	-1%
CN(C)c1ccc(/C=C2\N=C(C(C)(C)C)OC2=O)cc1	7	-2%	-2%

(further entries)
SMILES | Pf growth 48h | Cycloheximide cs | Pf growth 96h | Shiga inhibitor | Tb PYK inh | HCV inhibitor | LmPK inhibitor
O=C(CCC1CCCC1)NNC(=O)c1cccc(Cl)c1 | 84%[activator] | 6 | ? | -1 | 6% | 20% | -4%
CCCCn1c(SCC(=O)Nc2ccc(OC)cc2)nc2ccc(N3CCOCC3)cc2c1=O | ? | 4 | ? | 12 | . | 5%&-22% | 4%
CC(=O)Nc1ccc(-c2csc(Nc3cc(C)ccn3)n2)cc1 | 227%[activator] | 49* | -28% | 78* | 0% | ? | 9%
CCOC(=O)C1(C)/C(=N/Nc2ccccc2)C(=O)C(=O)N1c1ccccc1 (configuration not stated) | 7% | -3 | . | -21 | -14% | 4% | 1%
CCOCCCNC(=O)C1CC(=O)N(CCc2ccc(C)cc2)C1 (configuration not stated) | -6% | 4 | ? | -13 | -3% | 14% | 1%
COc1cccc2c1OCC/C2=N\NC(=O)C(C)Oc1ccc([N+](=O)[O-])cc1 (configuration not stated) | 1% | 2 | -3% | -12 | -2% | ? | 7%
Cc1cc(NC(=O)CSc2nnc(C3COc4ccccc4O3)n2N)no1 (configuration not stated) | ? | 0 | ? | 9 | -28% | 3% | 8%
O=C(Nc1cccc2ccccc12)c1cnccn1 | 116%[activator] | 31* | . | 62* | -2% | -5% | -8%
CC(=O)N1CC(=O)N(c2ccccc2)C1=O | 2% | -3 | 17% | -5 | -3% | 13% | -2%
CC12CN3CCN(CC(C3)C1(O)CN1CCCCC1)C2 (configuration not stated) | 16% | -3 | -10% | -8 | -5% | -7% | -1%
Cc1n[nH]c(=S)n1/N=C/c1cccc(OCc2ccccc2)c1 | 2.6µM* | 15 | 31%[activator] | 58* | ? | -2% | 0%
Cc1nnc(Sc2cc(C(=O)NC3CC3)c3ccccc3n2)s1 | -4% | 2 | -6% | -21 | -2% | ? | -18%
COC(=O)c1ccc(-c2nc(CN3CCCN(C(=O)c4ccco4)CC3)c(C)o2)cc1 | ? | 1 | 24% | 1 | 4% | -20% | 0%
CCOC(=O)N1CCN(S(=O)(=O)c2ccc(C(=O)Nc3nnc(C4CC4)o3)cc2)CC1 | 1% | -2 | ? | -13 | 4% | -13% | 1%
COc1ccc(C(=O)N(C)C(C)c2ccon2)cc1OC1CCN(C(C)C)CC1 (configuration not stated) | 9% | 1 | ? | -23 | -2% | 2% | -8%
COc1ccc(C2/C=C\CN(CC(C)C)CC(=O)N2Cc2ccc(F)cc2)cc1 (configuration not stated) | ? | -3&-5 | -64% | -7&-2 | -1% | -1% | 3%
CCOc1ccc(NC(=O)CCN2CCCCC2)cc1 | 23% | -2 | . | -10 | 4% | -15% | -6%
COc1ccc(-n2c(C)cc(/C=C3/SC(=O)N(CC(=O)N4CCOCC4)C3=O)c2C)cc1 | -3% | 6 | ? | -4 | 5% | 8% | -3%
CCn1c(CNC(=O)Cc2ccc(OC)cc2)n[nH]c1=S | -8% | -4 | -12% | 23 | ? | 17% | 18%

Compound activity from PubChem.
